# Bioassay records as filed in PubChem.
# N370S GC mod: inhibits or activates N370S mutant glucocerebrosidase. P04062. AID 2101. actives 0.092% (n = 330,000). N370S GC spleen homogenate, 4MU-glucoside fluorescence. Potency, µM (top dose mostly 59.4 µM), inactives show at the highest dose activity change, negative = inhibition, most hits filed as inhibitors;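 also: 0% = full enzyme activity and -100% = no enzyme basal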
# FEN1 inhibitor: inhibitors of human flap endonuclease 1 | P39748 | Recombinant FEN1 flap cleavage, fluorescence, 15 min | Potency, µM (top dose mostly 114 µM), inactives show at the highest dose activity change, negative = inhibition, usual class: inhibitors | actives 0.35% (n = 390,000); also: nearly all actives have a fitted effect of over 65% in size
# Target sequence (P39748 whole entry, looked up): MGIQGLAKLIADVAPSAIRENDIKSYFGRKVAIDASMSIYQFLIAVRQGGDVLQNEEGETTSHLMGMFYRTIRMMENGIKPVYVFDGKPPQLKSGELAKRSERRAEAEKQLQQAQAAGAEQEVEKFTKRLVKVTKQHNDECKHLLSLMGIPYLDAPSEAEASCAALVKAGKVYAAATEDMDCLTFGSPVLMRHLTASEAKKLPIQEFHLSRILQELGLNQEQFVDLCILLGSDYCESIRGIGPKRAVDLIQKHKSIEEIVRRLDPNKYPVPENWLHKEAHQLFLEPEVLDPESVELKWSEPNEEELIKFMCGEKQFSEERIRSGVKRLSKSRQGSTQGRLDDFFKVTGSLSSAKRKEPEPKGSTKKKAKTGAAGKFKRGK
#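 Steps: FEN1 (10 nM) dispensed; compound added by pin tool; 15 min at room temperature; substrate added to 50 nM final; reads at 0 min and 15 min; data normalized and fitted (four-parameter Hill).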
# GCN5L2 inh: blocks human GCN5L2 histone acetyltransferase | Q92830 | GCN5L2 HAT assay, ThioGlo1 CoA-SH fluorescence | Potency, µM (titrated, usually from 58.9 µM), inactives show top-dose activity change, negative = inhibition, hits mostly inhibitors | actives 0.21% (n = 390,000) | AID 504327
#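 GCN5L2 (20 nM) in 50mM HEPES pH 7.5, 0.1mM EDTA, 0.01% Tween-20 preincubated 15 min with compounds at room temperature. Reaction started with H3(1-25) 75uM, acetyl-CoA 70uM, ThioGlo1 50uM; CoA-thiol fluorescence (Ex340/Em540) read at 0 and 20 min.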
# An asterisk follows results filed as active; ? = inconclusive; · = no result given; & = joins results of further samples. Calls follow the shape of the dose curve; as a rule, active = well fitted curve in the direction sought with a large enough effect; inconclusive = small, poorly fitted or top-dose-only effect, or another doubt; inactive = no such curve, though single readings can be large; an effect the other way counts as inactive or inconclusive. Unless noted, % is scaled to controls: 0 for no effect and ±100 for the full control effect; potency is read from the fitted curve at half-maximal effect. Not all compounds are listed; count on the stated rates, not on these rows.
no.	Compound	GCN5L2 inh	FEN1 inhibitor	N370S GC mod
1	Cc1ccnc(SCC(=O)N2CCc3ccccc32)n1	-2%	18%	-4%
2	COc1ccc(S(=O)(=O)N2CCCCC2)cc1NC(=O)Cn1cnc2c1c(=O)n(C)c(=O)n2C	-7%	2%	·
3	CCN1CCCc2cc(CN(CCN3CCOCC3)C(=S)Nc3cccc(C)c3)ccc21	-11%	-20%	-24%
4	CCc1ccc(NC(=O)CSc2nnnn2-c2cccnc2)cc1	-24%	-5%	-1%
5	N#Cc1nc(-c2ccco2)oc1NCc1ccc(F)cc1	-9%	3%	4%
6	CCCCC(=O)N(Cc1nc2sc(C)c(C)c2c(=O)[nH]1)C1CCCC1	?	1%	19%
7	Clc1ccc(-c2csc(=Nc3ccccc3)n2Cc2ccc3c(c2)OCO3)cc1	-4%	-1%	·
8	COC(=O)/C=C/c1ccccc1CN1[C@@H](CC(=O)OC)c2ccccc2S1(=O)=O	0%	-5%	·
9	O=c1/c(=C/c2cn(-c3ccccc3)nc2-c2ccc(F)cc2)sc2nc3ccccc3n12	-4%	·	3%
10	O=C(NCCn1cccn1)C1CCC(=O)N(CC2CCCCC2)C1 (stereo not given)	-1%	6%	0%
11	CCOC(=O)N1CCC(Nc2c(-c3ccc(C)c(C)c3)c(=O)c2=O)CC1	-17%	1%	2%
12	O=C(Nc1ccc2oc(-c3cccc(F)c3)nc2c1)c1ccc2ccccc2c1	1%	10%	·
13	CCOc1ccc(N=C(NC#N)SCC(=O)NC2CC2)cc1	0%	-19%	-3%
14	Cc1cccc(Cn2c(=O)n(CCCC(=O)NCc3ccccc3Cl)c(=O)c3ccccc32)c1	14%	1%	·
15	CCn1c(=O)cc(OCC(=O)NCc2cccs2)c2ccccc21	-6%	6%	-11%
16	O=c1c2ccccc2[nH]c(=S)n1CCN1CCc2ccccc2C1	6%	7%	0%
17	Nc1nc(Nc2cccc(Cl)c2)nc(NCCO)c1[N+](=O)[O-]	0%	?	12%
18	CC(=O)c1cccc(N=Nc2c(C)[nH]c3ccccc23)c1	-7%	9%	6%
19	COc1ccc(-n2c(SC(C)C(=O)Nc3ccc(NC(C)=O)cc3)nc3ccccc3c2=O)cc1OC (stereo not given)	-3%	11%	-10%
20	COCCn1c(SC(C)C(=O)Nc2ncc(Cl)cc2Cl)nc2ccccc21 (stereo not given)	-13%	-4%	6%
21	CC(C)Oc1ccc(C(=O)NC(C)(C)CO)cc1	1%	8%	5%
22	CCOC(=O)c1nn(-c2ccc([N+](=O)[O-])cc2)cc1O	-5%	12%	-2%
23	CCn1c(=O)c2ccccc2n2c(SCC(=O)NCc3cccs3)nnc12	-2%	6%	6%
24	O=C(NC1CCN(S(=O)(=O)c2cccc(F)c2)CC1)c1ccc(F)cc1	-7%	-2%	0%
25	CC(=O)Nc1sc(N/N=C/c2ccc(C)cc2)nc1-c1ccc(C)cc1	-10%	-2%	0%
26	COc1ccc(N2C(=O)Cc3ccccc3C2=O)cc1	-15%	10%	-3%
27	CCCN1CCN(CCCNC(=O)Cn2cc3c(n2)CCCC3)CC1	0%	0%	10%
28	CC(C)C(c1nnnn1C1CCCC1)N1CCc2ccccc21 (stereo not given)	-7%	-14%	-15%
29	COC(=O)c1sc(NC(=S)NC(=O)c2ccc(F)cc2)nc1C	1%	·	-2%
30	Cc1[nH]c2ccccc2c1[C@H]1[C@@H](CC#N)C1(C)C	-6%	-15%	9%
31	Cc1ccc(NCC(=O)N2CCN(S(=O)(=O)c3ccccc3)CC2)cc1F	-6%	12%	0%
32	N#Cc1cc2c(nc1SCC(=O)N1CCCCC1)CCCCC2	·	-5%	27%
33	COc1ccc(C2CC(=O)c3c([nH]c(C(=O)OCCOc4ccccc4)c3C)C2)cc1OC (stereo not given)	14%	?	·
34	CCCOc1ccccc1C(=O)Nc1ccc(S(=O)(=O)N2CCN(C)CC2)cc1	-2%	2%	?
35	CCCCC(=O)NC(=S)Nc1ccccc1N1CCCCC1	0%	-3%	16%
36	COc1ccc(NC(=O)c2ccc(S(=O)(=O)N(C)c3ccccc3)cc2)cn1	-1%	-23%	3%
37	O=C1OC(COc2ccc(Br)cc2)CN1c1ccccc1 (stereo not given)	-21%	5%	1%
38	COc1cccc(C(=O)NC2CCN(C(=O)N3c4ccccc4Sc4ccccc43)CC2)c1	-6%	12%	2%
39	O=S(=O)(Nc1ccc(F)cc1)c1ccc(NS(=O)(=O)c2cccs2)cc1	-4%	-9%	1%
40	CCN(CC)C(=O)C1CCCN(c2ncnc3c2c(-c2ccccc2)cn3-c2cccc(C)c2)C1 (stereo not given)	2%	-5%	·
41	CN(Cc1ccccc1)S(=O)(=O)c1ccc2[nH]c(=O)ccc2c1	-2%	-8%	4%
42	COC(=O)c1cccc(NC(=O)c2ccc(OC)c(Cl)c2)c1	-2%	6%	4%
43	Cc1ccc(S(=O)(=O)N2CCCCC2)cc1NC(=O)C1CC(=O)N(Cc2ccco2)C1 (stereo not given)	-1%	-1%	·
44	CC(C)(C)NC(=O)CCSc1nnc(-c2ccco2)o1	-18%	20%	7%
45	Cc1ccc(Oc2c(C(N)=O)cc([N+](=O)[O-])cc2[N+](=O)[O-])cc1	-3%	-5%	7%
46	CSc1ccccc1NC(=O)CN(C)C(=O)Cn1c(=O)oc2ccccc21	0%	-1%	0%
47	Cc1ccc(C)c(Nc2ncnc3onc(C)c23)c1	-3%	-3%	·
48	CSc1ccc(CNc2nnnn2C)cc1	-5%	16%	5%
49	Cc1ccc[n+](C2C(c3ccc([N+](=O)[O-])cc3)C(C#N)=C([S-])NC2(O)C2CC2)c1 (stereo not given)	-9%	-3%	1%
50	CCN(CC)CCCCNc1ncc2cc(-c3cc(OC)cc(OC)c3)c(NC(=O)NC(C)(C)C)nc2n1	-5%&1%	-5%	?

# Rewritten with values under each structure: 17 of the compounds above.
# Below each SMILES: GCN5L2 inh, FEN1 inhibitor, N370S GC mod
34) CCCOc1ccccc1C(=O)Nc1ccc(S(=O)(=O)N2CCN(C)CC2)cc1
 : -2%, 2%, ?
35) CCCCC(=O)NC(=S)Nc1ccccc1N1CCCCC1
 : 0%, -3%, 16%
36) COc1ccc(NC(=O)c2ccc(S(=O)(=O)N(C)c3ccccc3)cc2)cn1
 : -1%, -23%, 3%
37) O=C1OC(COc2ccc(Br)cc2)CN1c1ccccc1 (stereo not given)
 : -21%, 5%, 1%
38) COc1cccc(C(=O)NC2CCN(C(=O)N3c4ccccc4Sc4ccccc43)CC2)c1
 : -6%, 12%, 2%
39) O=S(=O)(Nc1ccc(F)cc1)c1ccc(NS(=O)(=O)c2cccs2)cc1
 : -4%, -9%, 1%
40) CCN(CC)C(=O)C1CCCN(c2ncnc3c2c(-c2ccccc2)cn3-c2cccc(C)c2)C1 (stereo not given)
 : 2%, -5%, ·
41) CN(Cc1ccccc1)S(=O)(=O)c1ccc2[nH]c(=O)ccc2c1
 : -2%, -8%, 4%
42) COC(=O)c1cccc(NC(=O)c2ccc(OC)c(Cl)c2)c1
 : -2%, 6%, 4%
43) Cc1ccc(S(=O)(=O)N2CCCCC2)cc1NC(=O)C1CC(=O)N(Cc2ccco2)C1 (stereo not given)
 : -1%, -1%, ·
44) CC(C)(C)NC(=O)CCSc1nnc(-c2ccco2)o1
 : -18%, 20%, 7%
45) Cc1ccc(Oc2c(C(N)=O)cc([N+](=O)[O-])cc2[N+](=O)[O-])cc1
 : -3%, -5%, 7%
46) CSc1ccccc1NC(=O)CN(C)C(=O)Cn1c(=O)oc2ccccc21
 : 0%, -1%, 0%
47) Cc1ccc(C)c(Nc2ncnc3onc(C)c23)c1
 : -3%, -3%, ·
48) CSc1ccc(CNc2nnnn2C)cc1
 : -5%, 16%, 5%
49) Cc1ccc[n+](C2C(c3ccc([N+](=O)[O-])cc3)C(C#N)=C([S-])NC2(O)C2CC2)c1 (stereo not given)
 : -9%, -3%, 1%
50) CCN(CC)CCCCNc1ncc2cc(-c3cc(OC)cc(OC)c3)c(NC(=O)NC(C)(C)C)nc2n1
 : -5%&1%, -5%, ?

# Next results.
no.	Compound	GCN5L2 inh	FEN1 inhibitor	N370S GC mod
51	COc1ccc(S(=O)(=O)N2Cc3ccccc3CC2C(=O)Nc2nccs2)cc1OC (stereo not given)	0%	-19%	4%
52	COc1ccc(C2NC(=O)NC(C)=C2C(=O)Nc2ccccc2)cc1OC (stereo not given)	-4%	1%	·
53	CCCn1c(-c2ccc(OC)cc2)nc2nc3ccccc3nc21	-6%	0%	-3%
54	Cc1cc(C)c2c(N)c(C(=O)N3CCN(c4ncccn4)CC3)sc2n1	-5%	-20%	11%
55	COc1ccc(-c2ccc3ccccc3n2)cc1	-4%	-6%	4%
56	Cc1ccc(C)c(N2CCN(C(=S)Nc3ccc4nc(N5CCOCC5)cc(C)c4c3)CC2)c1	1%	-1%	?
57	COc1ccc(CCCc2nnc(SCC(=O)Nc3nc(C)cs3)n2C)cc1	7%	10%	5%
58	COc1ccc(C2=C(O)C(C)N(c3ccccc3)C2=N)cc1OC (stereo not given)	0%	2%	3%
59	COc1ccc(N(CCCN2C(=O)c3cccc4cccc(c34)C2=O)C(=O)c2cccc(OC)c2)cc1	-8%	-3%	-2%
60	Cc1cc(C)nc(NS(=O)(=O)c2ccc(Br)s2)c1	-8%	-11%	18%
61	CCC(COC)Oc1cc(NCc2ccccc2)c2ncn(C(C)C)c2c1 (stereo not given)	0%	?	·
62	O=c1c2[nH]c3ccccc3c2ncn1CCN1CCNCC1	-16%	-7%	-3%
63	Cn1nnnc1SCC(=O)N1c2ccccc2Sc2ccccc21	-6%	-12%	-13%
64	COc1cccc(CNC(=O)c2cccs2)c1	-3%	-8%	-4%
65	O=C1NCCOC(=O)[C@@H](Cc2ccc(F)cc2)CC/C=C/C[C@@H]1CC(=O)N(CCO)Cc1ccccc1	-1%	-8%	·
66	CCN(CC)CCNC(=O)c1ccc(NC(=O)c2cccc(S(=O)(=O)N3c4ccccc4CC3C)c2)cc1 (stereo not given)	-8%	-8%	-3%
67	COc1ccc(N)cc1-n1c(C)ccc1C	-2%	?	-9%
68	COc1ccc(C)cc1-n1nnnc1SCC1CCCCO1 (stereo not given)	-4%	5%	8%
69	CC(C)OC(=O)c1cc(NC(=O)C2C3CCC(O3)C2C(=O)O)cc(C(=O)OC(C)C)c1 (stereo not given)	-26%	-5%	3%
70	CCNc1nc(NCC)nc(C(=O)NN)n1	0%	3%	2%
71	O=C1C2C3C=CC(C3)C2C(=O)N1/N=C/c1ccc(-c2ccccc2[N+](=O)[O-])o1 (stereo not given)	-6%	0%	-5%
72	O=C1CCCCCN1C(=O)c1cccc(C(=O)N2CCCCCC2=O)c1	-8%	10%	12%
73	COc1ccccc1NC(=O)NC1(C(=O)N2CCCCCC2)CCCCC1	-2%	5%	16%
74	O=C(O)CCC(=O)OCC1CCCO1 (stereo not given)	-2%	-4%	-6%
75	CSc1ncc(C(C)=O)c(C)n1	0%	-1%	5%
76	COc1ccc(/C=C/C(=O)Nc2nc(C)cc(C)n2)cc1OC	-10%	-3%	5%
77	CC(C)CC1NC(=O)N(CC(=O)NC2CCCCC2)C1=O (stereo not given)	-16%	7%	-3%
78	CCc1cc(Cn2nc(-c3ccccc3)cc2C(=O)NCc2ccc(C)cc2)on1	-11%	-28%	11%
79	CC(=O)c1sc(NC(=O)c2ccc(F)cc2)nc1-c1ccccc1	-3%	1%	-12%
80	CCCc1cc(=O)oc2cc(OCC(=O)NCCCn3ccnc3)c(Cl)cc12	-1%	18%	-13%
81	CC(C)n1nc(C(=O)Nc2nc3ccc(S(C)(=O)=O)cc3s2)c2ccccc2c1=O	-1%	-1%	0%
82	CCCCC(=O)Nc1ccc(N2CCN(C(=O)CC)CC2)cc1	?	9%	-8%
83	O=C(NCc1ccco1)/C(=C\c1ccco1)NC(=O)c1ccco1	-8%	-5%	21%
84	O=C(Nc1ccccc1N1CCN(C(=O)c2ccc(Cl)cc2)CC1)c1ccc([N+](=O)[O-])o1	-1%	-11%	-5%
85	Cc1ccc(NC(=O)NCc2c(-n3cccc3)sc3c2CCCC3)c(Cl)c1	-1%	12%	·
86	Cc1ccc(-c2nn(CCC(=O)NN3CCOCC3)c(=O)c3ccccc23)cc1	-3%	23%	1%
87	Cc1ccc(-c2cc(C(=O)Nc3c(C)n(C)n(-c4ccccc4)c3=O)[nH]n2)c(O)c1C	2%	1%	3%
88	COc1ccccc1C(=O)C1CCCN(C(=O)c2ccc3c(c2)OCCO3)C1 (stereo not given)	-1%	1%	2%
89	COc1ccc(C2C(C(=O)Nc3ccccc3)=C(C)Nc3nc(-c4ccccc4)nn32)c(OC)c1 (stereo not given)	1%	-23%	·
90	Cc1ccc(N2CCN(c3cc(C)nc4nc(C)nn34)CC2)c(C)c1	-6%	5%	-8%
91	COc1cccc(CNC(=O)Cc2csc(NC(=O)Nc3ccccc3OC)n2)c1	-6%	-12%	-4%
92	C/C(=N/NC(=O)c1ccc(Cl)cc1Cl)c1cccnc1	0%	22%	-4%
